Compound activity: PubChem BioAssay, Johns Hopkins Ion Channel Center
RGS4 act: RGS4 potentiation or activation | HEK293 M3R/inducible RGS4, carbachol calcium flux Fluo4; active compounds read low | B-score at 10 µM | actives 0.92% (n = 310,000);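 active means B-score of the integrated calcium signal more than 4 SD below the library mean, with starting fluorescence not abnormally high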;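 further: negative B-score means reduced calcium response which marks RGS4 activation or potentiation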
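Assay system: HEK293 FlpIn-TREx cells, stable M3R, doxycycline-inducible RGS4 / Probe or stimulus: carbachol, ECmax concentration / Times: overnight RGS4 induction, 30 min dye load 37 °C, 20 min compound RT / Signal: kinetic calcium fluorescence imaging with Fluo4-AM dye, 2 µM / Measure: Agonist-evoked peak-minus-minimum fluorescence over baseline, integrated ratio, B score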
hERG protect: hERG (human) protection from proarrhythmic block | CHO-hERG, FluxOR thallium flux, dofetilide IC70 present | AID 1511 | actives 0.51% (n = 310,000) | activation (rescue from dofetilide block), less the hit threshold, % at 10 µM | Q12809;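 active means activation above the mean of controls blocked by dofetilide plus 5 SD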;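 further: thallium influx through hERG after potassium depolarization seen as dye fluorescence rise; in these data hits start at about 4.7%; inactives centre near -7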
Target sequence (Q12809 whole entry, looked up): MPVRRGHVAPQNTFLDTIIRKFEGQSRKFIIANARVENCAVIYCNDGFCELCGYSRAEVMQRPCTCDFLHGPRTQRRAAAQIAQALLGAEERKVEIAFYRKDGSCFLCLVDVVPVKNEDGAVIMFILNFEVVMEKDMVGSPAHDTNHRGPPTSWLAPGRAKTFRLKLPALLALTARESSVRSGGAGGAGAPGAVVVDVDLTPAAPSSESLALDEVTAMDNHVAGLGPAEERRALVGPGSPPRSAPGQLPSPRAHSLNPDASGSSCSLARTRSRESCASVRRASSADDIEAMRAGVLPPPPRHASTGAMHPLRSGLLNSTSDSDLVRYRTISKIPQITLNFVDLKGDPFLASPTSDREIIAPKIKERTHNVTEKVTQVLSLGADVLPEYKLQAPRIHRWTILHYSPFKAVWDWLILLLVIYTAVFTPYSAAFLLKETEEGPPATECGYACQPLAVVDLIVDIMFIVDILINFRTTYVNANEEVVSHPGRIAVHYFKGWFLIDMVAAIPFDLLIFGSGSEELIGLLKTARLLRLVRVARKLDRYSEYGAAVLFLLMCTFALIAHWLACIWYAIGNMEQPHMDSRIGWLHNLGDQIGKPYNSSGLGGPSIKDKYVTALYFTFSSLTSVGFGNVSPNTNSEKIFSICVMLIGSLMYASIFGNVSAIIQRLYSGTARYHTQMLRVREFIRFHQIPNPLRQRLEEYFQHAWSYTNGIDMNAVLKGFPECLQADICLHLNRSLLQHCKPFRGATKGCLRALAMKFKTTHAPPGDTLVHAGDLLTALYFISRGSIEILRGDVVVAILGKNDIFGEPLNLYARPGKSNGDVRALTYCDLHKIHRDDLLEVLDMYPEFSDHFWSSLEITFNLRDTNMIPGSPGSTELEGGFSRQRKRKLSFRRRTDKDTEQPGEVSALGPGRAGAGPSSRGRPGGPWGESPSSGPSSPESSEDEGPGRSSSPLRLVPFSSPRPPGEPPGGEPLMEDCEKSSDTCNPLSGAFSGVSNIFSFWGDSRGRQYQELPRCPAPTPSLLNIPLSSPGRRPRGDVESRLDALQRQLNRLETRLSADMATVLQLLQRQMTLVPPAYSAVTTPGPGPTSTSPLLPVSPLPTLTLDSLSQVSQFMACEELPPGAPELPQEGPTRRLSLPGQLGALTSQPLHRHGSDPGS
TMEM16A act: mouse TMEM16A channel activation, primary screen; Q8BHY3; HEK293 TMEM16A/YFP-H148Q/I152L, iodide quench fluorescence; active compounds read low; B-score at 10 µM; actives 0.3% (n = 340,000); AID 623877;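 active means fluorescence-ratio B-score plate-corrected deviation score at least 3 library SD below zero, with starting fluorescence score within 5 deviations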;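 further: channel opened by trigger with iodide after compound preincubation; score built on the fluorescence ratio of max minus min over baseline; more negative score means more quench and so TMEM16A activation or potentiation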
TMEM16A inh: blocks the mouse calcium-activated chloride channel TMEM16A. AID 588511. HEK293 TMEM16A/YFP iodide influx fluorescence, ionomycin. Q8BHY3. actives 1.2% (n = 310,000). normalized B-score (activity score, 25-100; higher = stronger inhibition) at 10 µM;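 active means ratio plate-corrected score three or more library SD toward inhibition, starting fluorescence score within five deviations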;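 further: score derived from kinetic fluorescence span divided by baseline fluorescence per well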
MrgX1 PAM: allosterically activates human MrgX1 receptor signaling; Q96LB2; MrgX1-HEK293, Fluo-4 calcium flux, FDSS; active compounds read high; AID 588675; actives 0.63% (n = 310,000); B-score at 10 µM;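 active means plate-corrected calcium response at least 3 library SD above typical, normal starting fluorescence, not activating the receptor alone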;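 further: compound read alongside a low EC10 to EC30 dose of BAM8-22 agonist; peak minus trough fluorescence over baseline measured at the second addition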
RGS4 inh: inhibitors of human RGS4. P49798. HEK293 M3R/RGS4 inducible, Fluo-4 calcium flux; active compounds read high; triggered by carbachol at its EC20. B-score at 10 µM. actives 0.45% (n = 310,000). AID 463165;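 active means B-score, a plate-corrected calcium signal, over three deviations above library mean, with baseline fluorescence within five deviations of library mean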;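 further: RGS4 expression induced by doxycycline in cells with stable M3 receptor; B-score is computed from the integrated fluorescence ratio over baseline after carbachol; higher B-score means a larger calcium signal and so more RGS4 inhibition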
KCNK9 block: blocks the human KCNK9 two-pore domain potassium channel | Q9NPC2 | HEK293 KCNK9, FluxOR thallium flux fluorescence; active compounds read low | B-score at 10 µM | actives 1.2% (n = 310,000);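 active means ratio B-score over 3 SD below the library mean, with starting fluorescence within 5 SD of its mean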;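 further: negative B-score means less thallium flux so channel inhibition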
KCNK3 block: human KCNK3 channel inhibition, primary screen | CHO-KCNK3 thallium flux, FluxOR fluorescence; active compounds read low | B-score at 10 µM | actives 0.84% (n = 340,000) | AID 602410;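 active means B-score under library mean minus 4 SD, starting fluorescence ratio at most library mean plus 5 SD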;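 further: more negative B-score means stronger inhibition of thallium flux through KCNK3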
KCNQ1 inh: inhibitors of human KCNQ1 potassium channel. P51787. CHO-K1 KCNQ1, FluxOR thallium flux fluorescence; active compounds read high. B-score at 10 µM. actives 1.3% (n = 310,000);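 active means compounds whose thallium flux B-score, printed positive for inhibition, exceeds three library SD while starting fluorescence stays within three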;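 further: channel opened by potassium depolarization with thallium stimulus after 20 min compound exposure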
MrgX1 ag: agonists of human MrgX1 receptor | Q96LB2 | MrgX1-HEK293 cells, Fluo-4 calcium fluorescence, agonist mode; active compounds read high | B-score at 10 µM | actives 0.44% (n = 310,000) | AID 588627;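 active means calcium response B-score plate-corrected fluorescence ratio at least 3 library SD, with starting fluorescence B-score inside 5 SD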
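Test system: HEK293 cells stably expressing human MrgX1 receptor; amount: 15,000 cells per well; doses: compound delivered in addition one of three; times: overnight plating before 1 h dye loading; detection: Fluo-4 NW calcium-flux fluorescence, kinetic read; read-out basis: B-scored fluorescence response ratio; controls: positive and negative controls per plate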
KCNQ1 pot: potentiators or activators of human KCNQ1 potassium channel; CHO-K1 KCNQ1, thallium flux FluxOR fluorescence; active compounds read high; B-score at 10 µM; AID 2648; actives 0.35% (n = 310,000); P51787;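 active means fluorescence ratio B-score, a plate-corrected score, at least three library SD, with initial intensity B-score within 5 SD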
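Schedule – 37 °C overnight plating, 90-min dark dye load, 20-min compound pretreatment · System – stable KCNQ1 CHO-K1 line · Probe or stimulus – thallium- and potassium-containing depolarizing buffer · Measured by – kinetic FluxOR fluorescence, 10 s baseline plus 110 s post-stimulus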
Starred values were filed as active, the others as inactive; i = inactive; / = no result given.

structure | RGS4 act | hERG protect | TMEM16A act | TMEM16A inh | MrgX1 PAM | RGS4 inh | KCNK9 block | KCNK3 block | KCNQ1 inh | MrgX1 ag | KCNQ1 pot
CC(C)c1ccc(OCC(O)Cn2cnc3ccccc32)cc1 (stereo not drawn) | i | -14 | i | i | i | i | i | i | i | i | i
COC(=O)C1C(=O)/C(=C(/C)N2CCCC2)C(=O)CC1(C)C (stereo not drawn) | i | -11 | i | i | i | i | i | i | i | i | i
COCCNC(=O)c1ccc(-n2c(SCc3cccnc3)nc3ccccc3c2=O)cc1 | i | -11 | i | i | i | i | i | i | i | i | i
Cc1cc(C=NCCO)c(C)n1-c1cc(Cl)ccc1Cl | i | -12 | i | i | i | i | i | i | i | i | i
O=C(Cn1c(SCC(=O)N2CCc3ccccc32)nc2ccccc21)NC1CCCC1 | i | -8 | i | i | i | i | i | i | i | i | i
O=C(Nc1ccc(Cl)c(Cl)c1)C1CC(=O)N(c2ccc(Br)cc2)C1 (stereo not drawn) | i | -8 | i | i | i | i | i | i | i | i | i
C=CCN(C(=O)CC(NC(C)=O)c1ccccc1)c1nc(-c2ccc(S(C)(=O)=O)cc2)cs1 (stereo not drawn) | i | -14 | i | i | i | i | i | i | i | i | i
O=C(c1ccc(Cl)s1)N1CCCC1 | i | -6 | i | i | i | i | i | i | i | i | i
O=C1C2C(c3ccccc3)=NN(c3ccccc3)C2C(=O)N1c1ccccc1 (stereo not drawn) | i | -6 | i | i | i | i | i | i | i | i | i
O=c1c(Cl)c(NS(=O)(=O)c2ccccc2)cnn1-c1ccccc1 | i | -8 | i | i | i | i | i | i | i | i | i
Nc1nc(CN2CCN(Cc3ccccc3)CC2)nc(Nc2ccc3c(c2)OCCO3)n1 | i | 0 | i | i | i | i | i | i | i | i | i
O=C(c1cc(-c2ccc(Cl)s2)nc2ccccc12)N1CCCC1 | i | -5 | i | i | i | i | i | i | i | i | i
CCOc1cc(/C=N/NC(=O)C(=O)NCc2cccnc2)ccc1O | i | -7 | i | i | i | i | i | i | i | i | i
COc1ccc(N2C(=O)C(Cl)=C(Nc3ccccc3O)C2=O)cc1 | i | -3 | i | i | i | i | i | i | i | i | i
COc1ccccc1C(=O)NNC(=O)c1ccc(NC(=O)C(C)C)cc1 | i | -11 | i | / | / | i | i | i | i | / | i
COCCn1c(C)cc(C(=O)COC(=O)c2c(C)nn(Cc3ccccc3)c2C)c1C | i | -6 | i | i | i | i | i | i | i | i | i
O=C1CC(c2ccccc2)n2nc(NC(=O)c3cccs3)nc2N1 (stereo not drawn) | i | -3 | i | i | i | i | i | i | i | i | i
O=C(Nc1nc(-c2cccnc2)cs1)c1cccc([N+](=O)[O-])c1 | i | -7 | i | i | i | i | i | i | i | i | i
COc1ccc(CC(=O)O/N=C(\N)c2ccc(Br)cc2)cc1OC | i | -2 | i | i | i | i | i | i | i | i | i
Cc1occc1-c1n[nH]c(=S)n1CC(C)C | i | -9 | i | i | i | i | i | i | i | i | i
C=CCn1c(SCC(=O)/C(C#N)=C(\C)N)nc2sc(C)c(C)c2c1=O | i | -6 | i | i | i | i | i | i | i | i | i
NC(=O)C1=C[C@H](c2ccc(C(F)(F)F)cc2)C[C@H](OCc2ccc(CO)cc2)O1 | i | -10 | i | i | i | i | i | i | i | i | i
CCCC(=O)Nc1nnc(SCC(=O)N2C(C)CCCC2C)s1 (stereo not drawn) | i | -8 | i | i | i | i | i | i | i | i | i
COc1ccc(NC(=O)CCC(=O)Nc2nnc(C(F)(F)F)s2)c(OC)c1 | i | -10 | i | i | i | i | i | i | i | i | i
Cc1ccc(-c2nc3sc4c(c3c(=O)n2N)CCCC4)cc1 | i | -15 | i | i | 13* | i | i | i | i | i | i
Cn1c(SCC(=O)c2ccc(O)cc2O)nnc1-c1ccccc1 | i | -2 | i | i | i | i | i | i | i | i | i
Cc1c(CC(=O)O)c(=O)oc2cc3oc4c(c3cc12)CCCC4 | i | -7 | i | i | i | i | i | i | i | i | i
CC(C)(C)OC(=O)NNC(=S)NC1CCCCC1 | i | -3 | i | i | i | i | i | i | i | i | i
O=C1/C(=C\c2cccnc2)SC(=S)N1C1CCS(=O)(=O)C1 (stereo not drawn) | i | -9 | i | i | i | i | i | i | i | i | i
C=CCn1c(SCc2cccc(F)c2)nc2cc(C(=O)N3CCC(C(N)=O)CC3)ccc2c1=O | i | -16 | i | i | i | i | i | i | i | i | i
N#Cc1nc(Cc2cccc3ccccc23)oc1NCCN1CCOCC1 | i | -9 | i | i | i | i | i | i | i | i | i
O=C(NNc1ncnc2sccc12)c1ccc(Cl)cc1 | i | -6 | i | i | i | i | i | i | i | i | i
CN(C)Cc1cc(C(C)(C)C)cc(C(C)(C)C)c1O | i | -16 | i | i | i | i | i | i | i | i | i
CCOc1ccc(S(=O)(=O)N2CCCCC2)cc1NC(=O)CN1C(=O)NC(CC)(c2ccccc2)C1=O (stereo not drawn) | i | -19 | i | i | i | i | i | i | i | i | i
CCN(CCC(=O)Nc1cc(OC)cc(OC)c1)Cc1ccccc1 | i | -6 | i | i | i | i | i | i | i | i | i
COc1ccc(CN2CCNC(=O)C2CC(=O)N(C)CC2CCOCC2)cc1C (stereo not drawn) | i | -5 | i | / | / | i | i | i | i | / | i
O=C(O)c1ccccc1C(=O)Nc1cc(-c2ccccc2)[nH]n1 | i | -5 | i | i | i | i | i | i | i | i | i
Cn1c(COc2ccc3ccccc3c2)nnc1SCC(=O)O | i | 2 | i | i | i | i | i | i | i | i | i
CN(C)C(=O)COc1ccc2c3c(c(=O)oc2c1)CCCC3 | i | -3 | i | i | i | i | i | i | i | i | i
CCn1cc([N+](=O)[O-])c(C(=O)Nc2ccc(Cn3nc(C)cc3C)cc2)n1 | i | -6 | i | i | i | i | i | i | i | i | i
COc1ccc(/C(N)=N/OC(=O)CCCc2ccccc2)cc1 | i | -8 | i | i | i | i | i | i | i | i | i
CN(C(=O)COc1ccccc1C(=O)NCCc1ccccc1)c1ccccc1 | i | -13 | i | i | i | i | i | i | i | i | i
COc1ccc(CNS(=O)(=O)c2cn(C)c(=O)n(C)c2=O)cc1 | i | -6 | i | i | i | i | i | i | i | i | i
O=C(N/N=C/c1ccccc1F)C(=O)N1CCCCCC1 | i | -6 | i | i | i | i | i | i | i | i | i
Cc1cccc(N(CC(=O)N2CCCCCC2)S(C)(=O)=O)c1 | i | -10 | i | i | i | i | i | i | i | i | i
CS(=O)(=O)c1ccc(-c2cn3cc(C(=O)O)ccc3n2)cc1 | i | -10 | i | i | i | i | i | i | i | i | i
CC1CCN(C(=S)c2ccc([N+](=O)[O-])cc2)CC1 | i | -11 | i | i | i | i | i | i | i | i | i
CC(=O)N1CC=C2C(C#N)=C(N)C(C#N)(C#N)[C@H](c3ccoc3)[C@H]2C1 | i | -9 | i | i | i | i | i | i | i | i | i
COc1ccc(OCC(O)CN2CCN(Cc3ccc4c(c3)OCO4)CC2)cc1 (stereo not drawn) | i | -6 | i | i | i | i | i | i | i | i | i
O=Cc1cccc(OCc2cccc3ccccc23)c1 | i | -13 | i | i | i | i | i | i | i | i | i
CCN(CC)CCNC(C(=O)Nc1ccc([N+](=O)[O-])cc1Br)c1ccccc1 (stereo not drawn) | i | -13 | i | i | i | i | i | i | i | i | i
Cc1cccc2c(=O)c(C(=O)NCc3ccc(F)cc3)c[nH]c12 | i | -10 | i | i | i | i | i | i | i | i | i
Cc1cc(NC(=O)C2CCCC2)n(-c2nc3ccccc3[nH]2)n1 | i | -5 | i | i | i | i | i | i | i | i | i
COC(=O)c1ccsc1NC(=O)CS(=O)(=O)c1ccccc1 | i | -7 | i | i | i | i | i | i | i | i | i
O=C(CCS(=O)CCC(=O)NCc1ccccc1)NCc1ccccc1 | i | -4 | / | i | i | i | i | i | i | i | i
CC1(C)CN=C(N(C(=O)Nc2ccccc2)c2ccccc2F)S1 | i | -5 | i | i | i | i | i | i | i | i | i
O=C(CSc1nnnn1C1CCCCC1)N1CCOCC1 | i | -10 | i | i | i | i | i | i | i | i | i
Cc1cc(C)n(C(=O)c2cccc(S(=O)(=O)N3CCCC3)c2)n1 | i | -3 | i | i | i | i | i | i | i | i | i
CC(=O)N(C)c1ccc(N=Nc2c(C)[nH]n(-c3ccccc3)c2=O)cc1 | i | -3 | i | i | i | i | i | i | i | i | i
CCc1ccc(NC(=O)C2CCN(C(=O)[C@@H]3Cc4ccccc4CN3)CC2)cc1 | i | -11 | i | i | i | i | i | i | i | i | i

(continued)
structure | RGS4 act | hERG protect | TMEM16A act | TMEM16A inh | MrgX1 PAM | RGS4 inh | KCNK9 block | KCNK3 block | KCNQ1 inh | MrgX1 ag | KCNQ1 pot
COc1ccc(S(=O)(=O)NCC(c2ccco2)N2CCc3ccccc32)cc1 (stereo not drawn) | i | -18 | i | i | i | i | i | i | i | i | i
O=c1oc2ccccc2n1Cc1ccccc1Cl | i | -7 | i | i | i | i | i | i | i | i | i
CC(C)C1CC(CCN)(Cc2ccccc2)CCO1 (stereo not drawn) | i | -9 | i | i | i | i | i | i | i | i | i
N/C(Cc1cccs1)=N\OC(=O)COc1ccc(Br)cc1Cl | i | -2 | i | i | i | i | i | i | i | i | i
Cc1ccc(Nc2nc(NCCO)nc3c2cnn3C)cc1Cl | i | -4 | i | i | i | i | i | i | i | i | i
COc1cc(C2NC(=S)NC(c3ccccc3)=C2C(C)=O)cc(Br)c1OCC(N)=O (stereo not drawn) | i | -8 | i | i | i | i | i | i | i | i | i

2 neighbouring records from above, for reference:
structure | RGS4 act | hERG protect | TMEM16A act | TMEM16A inh | MrgX1 PAM | RGS4 inh | KCNK9 block | KCNK3 block | KCNQ1 inh | MrgX1 ag | KCNQ1 pot
COc1ccc(S(=O)(=O)NCC(c2ccco2)N2CCc3ccccc32)cc1 (stereo not drawn) | i | -18 | i | i | i | i | i | i | i | i | i
O=c1oc2ccccc2n1Cc1ccccc1Cl | i | -7 | i | i | i | i | i | i | i | i | i
